# Compound activity as filed in PubChem BioAssay.
# mcGAS MS inh = inhibitors of mouse cGAS; Q8C6L5; recombinant mouse cGAS, cGAMP by RapidFire MS; inhibition, % at 12.5 µM; 0.18% of 130,000 active; AID 1259397;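 active = inhibition of cGAS enzyme activity at or above 60%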;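 also: enzyme stimulated by 45 bp dsDNA with ATP and GTP substrates; cGAMP share of summed cGAMP plus half ATP and half GTP signals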
# Target sequence (Q8C6L5 whole entry, looked up): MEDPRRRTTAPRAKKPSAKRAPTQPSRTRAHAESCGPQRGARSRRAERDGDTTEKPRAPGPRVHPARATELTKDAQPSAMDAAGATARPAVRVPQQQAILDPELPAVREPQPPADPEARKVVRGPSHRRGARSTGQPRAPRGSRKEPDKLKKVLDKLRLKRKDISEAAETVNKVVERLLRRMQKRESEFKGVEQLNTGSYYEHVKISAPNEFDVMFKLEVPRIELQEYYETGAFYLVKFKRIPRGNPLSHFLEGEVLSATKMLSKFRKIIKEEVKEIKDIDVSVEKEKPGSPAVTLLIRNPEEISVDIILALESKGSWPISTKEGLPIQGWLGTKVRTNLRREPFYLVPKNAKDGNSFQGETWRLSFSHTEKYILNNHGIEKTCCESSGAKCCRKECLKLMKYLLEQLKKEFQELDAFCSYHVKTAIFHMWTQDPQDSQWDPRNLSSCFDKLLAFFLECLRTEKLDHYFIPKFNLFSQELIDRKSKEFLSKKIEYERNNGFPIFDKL
# * hit, by the source's call; & = joins results of further samples. An excerpt; the hit share may differ from the screen's.
mcGAS MS inh,SMILES
6,Cc1[nH]n(-c2ccc(Cl)cc2)c(=O)c1C=Nc1nn[nH]n1
1,O=C(Cc1csc(NC(=O)NC2CCCCC2)n1)Nc1ccccc1Oc1ccccc1
-5,O=C(CN1CCN(c2ccc3c(c2)OCCO3)C1=O)NCCc1ccncc1
-7,COC(=O)c1ccc(NC(=O)c2cc(=O)c(OCc3ccccc3)co2)cc1
-7,CCCN1C(=O)COCc2cc(-c3ccccc3)ccc21
-2,S=C(C=C1SCCS1)c1ccc(Cl)cc1
-5,C/C(=C\C=C(Cl)Cl)CSC(=Nc1ccccc1)NC#N
9,Cc1cc(NC(=O)CSc2nnc(C(C)N(C)C)n2-c2ccc(F)cc2)ccc1Br (centres undefined)
9,CCOc1ccc(C(=O)Nc2c(C)nc3cc(C)ccn3c2=O)cc1OCC
-20,O=C(NN=Cc1ccc(OC(=O)c2ccccc2)cc1)c1cccc(O)c1
1,Cc1cc(Br)ccc1CNC(=O)c1nccnc1C(N)=O
-13,COC(=O)c1cc(C(=O)OC)cc(N2C(=O)CSC2c2ccccc2)c1 (centres undefined)
-14,NC(=O)C1CC(C(=O)N2CCCC2c2ccccc2)=NN1c1ccccc1 (centres undefined)
-1,Cn1cc(/C=C/C(=O)NC(c2ccc(F)cc2)c2cccs2)cn1 (centres undefined)
-16,CC(C)(NCC(=O)N1CCCCC1)c1ccc2c(c1)OCO2
-8,CCOC(=O)c1nn(-c2ccc(C)cc2)c(=O)cc1OCC(=O)Nc1cc(OC)ccc1OC
-14,Cc1nc2c(c(NC(C)Cc3ccsc3)n1)CNC2 (centres undefined)
-2,Cc1[nH]c2ccc(Oc3ccccc3)cc2c(=O)c1C
-20,COC(=O)[C@@H]1C[C@@H](NC(=O)NCCc2ccc(F)cc2)CN1C
-21,CSc1ccccc1NC(=O)C1(C)CCN1C(=O)CCC1CCCC1 (centres undefined)
-16,Cc1nn(C)c(Cl)c1C(=O)NC1CCN(S(C)(=O)=O)CC1
4,C#CCNC(=O)C(C)Nc1cccc(OCc2cccc(F)c2)c1 (centres undefined)
-15,COc1nc2ccccc2cc1-c1cc(O)cc(C(=O)O)c1
9,COc1cccc(-c2nccn2C(C)Cn2cncn2)c1OC (centres undefined)
-1,Fc1ccccc1OCCOCCn1cncn1
24,CCOc1ccc(C2c3[nH]c4ccccc4c3CCN2C(=O)c2occc2C)cc1 (centres undefined)
6,COc1ccccc1-c1nc(CN2CCc3ccccc3C2CO)cs1 (centres undefined)
-11,Cc1cc(C(=O)Cn2cnc3c2c(=O)n(C)c(=O)n3C)c(C)n1C
-21,Cc1ccc(C(=O)N2CCN(CC(=O)Nc3cccc(F)c3)CC2)o1
-11,CS(=O)(=O)CCCNC(=O)Nc1cccc(F)c1F
1,O=C(C=Cc1ccc(Br)o1)Nc1nc(-c2ccco2)c(-c2ccco2)s1
-4,Cn1c(CN2CCC3(CC2)Nc2ccccc2C(=O)N3CCO)nc2ccccc21
-17,FC(F)(F)c1ccc(-c2noc(CN3CCC(OCc4ccccn4)CC3)n2)cc1
-1,COc1ccc(NC(=O)CNC(=O)C2CC2(c2ccccc2)c2ccccc2)cc1 (centres undefined)
-5,CN(C)CCCN(C(=O)c1ccno1)c1nc2c(Cl)cccc2s1
-57,Cc1noc(C)c1CC(=O)NCc1cccnc1-n1ccnc1
-4,CCc1ccc(S(=O)(=O)Nc2ccc(S(=O)(=O)CCO)cc2)s1
-9,CCc1oc(C(=O)OC)cc1Cn1nnnc1C(C)(C)C
-3,COc1ccccc1C=C1SC(N2CCCCC2)=NC1=O
11,CC(C)Cn1c(CN(C)CCN2CCOCC2)cnc1S(C)(=O)=O
-7,COc1cc(C2Sc3ccccc3N=C3c4ccccc4CCC32)cc(OC)c1OC (centres undefined)
-1,O=C(Nc1ccc2c(c1)C(=O)NC2=O)c1ccc(-c2nc3ccccc3s2)s1
-7,COc1ccc2cc(-c3[nH]ncc3CN(Cc3nccn3C)C(C)C)ccc2c1
-4,O=S(=O)(c1cccc(Br)c1)N1CCCN(c2ncc(C(F)(F)F)cc2Cl)CC1
-7,COc1ccc(CC(=O)OCc2cc(-c3ccc4c(c3)OCO4)on2)cc1OC
-9,COc1ccc(-c2ccc(SCCN3CCCCC3)nn2)cc1OC
15,CCNC(=O)c1cc(N2CC(C)OC(c3ccccc3)C2)ccn1 (centres undefined)
-7,O=C(NCCn1nc(-c2cccnc2)ccc1=O)Nc1cccc(F)c1
-16,CCOc1cc(/C=C/C(=O)Nc2ccc(N3CCCC3=O)c(C)c2)ccc1OC
4,Cc1cc(C(=O)NCCOc2ccc3nnc(-c4ccccc4)n3n2)c(C)o1
6,O=C(c1cnnn1-c1ccccc1)N1CCOC(c2ccc(Cl)cc2)C1 (centres undefined)
0,CCOC(=O)C1CCN(C(=O)C(C)n2ccsc2=NC(=O)c2cccc(C(F)(F)F)c2)CC1 (centres undefined)
-1,O=c1cc(CSc2n[nH]c3nc4ccccc4n23)nc2sccn12
-3,O=S(=O)(c1ccc2c(c1)CCC2)N1CCCC1c1ccc2c(c1)OCCCO2 (centres undefined)
-34,CN(C)Cc1ccc(CNC(=O)Nc2ccc(OC3CCCC3)cc2)cc1
-5,N#CC(=NNc1ccc(S(=O)(=O)N2CCOCC2)cc1)C(N)=S
8,NC(Cn1ccnc1)c1cccc(C(F)(F)F)c1 (centres undefined)
-1,CC(C)C(=O)N1CCCC(C(=O)N(CC(F)(F)F)c2cccc(Cl)c2)C1 (centres undefined)
-16,COc1ccc(NC2C=CS(=O)(=O)C2)cc1 (centres undefined)
6,CN(CC1Cc2ccccc2O1)c1nccc(N2CCC(O)CC2)n1 (centres undefined)

# The list continues:
mcGAS MS inh,SMILES
-8,N#CC(=C(O)CCN1C(=O)c2ccccc2C1=O)c1nc2ccccc2[nH]1
-6,CCN(Cc1c(F)cccc1Cl)C(=O)CC1C(=O)NCCN1C(C)C (centres undefined)
-7,Cc1noc(C)c1CN1CCN2C=C(C(=O)NCCc3ccccc3)OC2=NC1=O
-8,COc1ccc(CNC(=O)N2CC=C(c3ccc(O)cc3)CC2)cc1OC
-8,COc1ccc(C(=O)NCC2CCCC(O)C2)cc1S(=O)(=O)N(C)C (centres undefined)
3,CCc1nn(-c2cc(Oc3cc(C)ccc3C)nc(C)n2)c(N)c1C#N
-2&1,COc1ccc(N2CCN(c3nc4nonc4nc3N3CCOCC3)C(C)C2)cc1 (centres undefined)
-2,CN(CC1CCCN(CCc2ccccc2F)C1)C(=O)c1n[nH]c2c1CCC2 (centres undefined)
-4,Cc1cccc(C)c1C(OCCN(C)C)C1CCCCC1 (centres undefined)
-8,CN1CC2(CCCN(Cc3ccc(F)c(C(F)(F)F)c3)C2)OC1=O (centres undefined)
-1,O=C(CCc1c[nH]c2ccccc12)Nc1ccc(N2CCCC2=O)c(Cl)c1
-16,COc1cc(F)ccc1-c1ncccc1NC(=O)C(C)C
-4,CNC(C)=CC(=O)C(F)(F)F
-11,O=C(CCC1CCN(Cc2ccc(O)cc2)CC1)N1CCN(c2ccccc2)CC1
-9,NC(=O)COC(=O)c1ccccc1NC(=O)c1ccc([N+](=O)[O-])o1
3,c1ccc(-c2nnsc2-c2nc3ccccc3[nH]2)cc1
0,COC(=O)CN(Cc1ccccc1Cl)C(=O)c1ccc[nH]c1=O
-5,CCC(C)(C)N(C)C(=O)CCc1cccs1
-7,COc1cc(CNC(=O)c2cc(-c3ccc4c(c3)OCCO4)nc3c2cnn3C(C)C)ccn1
-3,CCc1noc(CCCC(=O)N2CCOC(c3n[nH]c(CC)n3)C2)n1 (centres undefined)
-7,CN(CC(=O)Nc1ccc(F)cc1)Cn1nc2c(Cl)cc(Cl)cn2c1=S
-4,COc1cc(C2C(C(C)=O)=C(O)CC(C)(O)C2C(C)=O)ccc1O (centres undefined)
-40,COc1ccc(OC)c(CN(Cc2ccon2)C(C)(C)C)c1
-6,CCCN1CCC(C)(C(=O)Nc2nc3cc(C)c(C)cc3[nH]2)C1 (centres undefined)
-24,Cc1nn(-c2ccc(F)cc2)c(C)c1CC(=O)NC(C)CCC1CCCO1 (centres undefined)
-11,C=CCC1(CC=C)CCCN1C(=O)c1nc(=O)[nH]c2ccccc12
2,COCCOC(=O)C1=C(C)NC2=C(C(=O)CCC2)C1c1cc(Cl)c(O)c(OC)c1 (centres undefined)
-5,Cn1c(-c2ccc(CN3CCCCC3)cc2)nc(=O)c2ccccc21
-7,CC(Sc1nc(-c2ccccc2)cc(C(F)(F)F)n1)C(=O)Nc1cccnc1 (centres undefined)
-4,COc1cc(OC)c(NC(=O)NCCNc2nc(C)cc(N3CCCCC3)n2)cc1Cl
1,CN(C)CCCN(C(=O)c1ccno1)c1nc2c(F)cc(F)cc2s1
-12,Nc1[nH]nc2nc3ccccc3nc12
-1,CC(=O)C(C)n1c(=O)c2c(nc3n(-c4cc(Cl)ccc4C)c(C)cn23)n(C)c1=O (centres undefined)
-9,Cc1nc(NC(=O)COC2CCCCC2)sc1C
-11,O=C(c1ccccn1)N1CCN(Cc2sc3ccccc3c2Cl)CC1
-5,CCC1C(=O)C(c2ccccn2)C(=N)N1c1ccccc1 (centres undefined)
-6,O=C(NNc1cc(N2CCOCC2)nc(N2CCOCC2)n1)c1ccc([N+](=O)[O-])cc1
-5,CC(=O)N1CCc2cc(NC(=O)COc3cc(C)ccc3C)ccc21
0,COc1ccc2cc(C=C(C#N)c3ccccn3)ccc2c1
-2,COC(=O)N(C)CC(=O)Nc1ccc(CC(=O)N(C)c2ccccc2)cc1
6,CCn1nnnc1SCSc1nnnn1CC
-2,CC(=O)CSc1nc(C)nc2sc3c(c12)CCC3
-7,Cn1ccsc1=NC(=O)c1cccc(NC(=O)C2Cc3ccccc3O2)c1 (centres undefined)
-1,CCC(=O)N1CCC(=NNc2ccccc2C(=O)O)CC1
-13,Cc1noc(C)c1C(=O)N1CCC1(C)C(=O)NS(=O)(=O)c1ccc(Cl)cc1 (centres undefined)
-7,CCN(CC)c1ncccc1CNCc1cccc2c1OCO2
-15,CCn1ncnc1CN1CCCC(CNC(=O)NC2CCCC2)C1 (centres undefined)
-6,Cc1c(C(=O)Nc2nc3c(s2)CCCC3)[nH]c2c1C(=O)CC(C)(C)C2
-10,CC(=O)c1ccc(N2C(=O)C(C)Oc3ccc([N+](=O)[O-])cc32)cc1 (centres undefined)
-2,CC(C)(C)c1ccc(CN2c3cccc4cccc(c34)S2(=O)=O)cc1
-1,CC(=O)c1c(C)[nH]c(C(=O)C(C)Sc2nnc(C3CC3)n2C2CC2)c1C (centres undefined)
1,CNS(=O)(=O)c1ccc2c(c1)N(c1cc(Cl)nc(C)n1)CC2
0,COc1ccc(/C=C2N=C(/C=C/c3ccc(C)cc3)OC\2=O)c(OC)c1OC
-27,OC1CCCN(c2ccnc(N3CCC(Oc4ccncc4)CC3)n2)C1 (centres undefined)
0,CCCOc1ccc(C(=O)NNC(=O)c2cc(C)oc2C)cc1OC
-23,O=C(NCc1ccccc1F)c1cccc(COCC(F)(F)C(F)F)c1
8,CC(=O)c1ccc(N2CCN(C(=O)c3cc4cc(C)ccc4nc3C)CC2)c(F)c1
-6,Cc1cccc(NC(=O)C23CCC(C)(C2Br)C3(C)C)c1 (centres undefined)
-1,COc1ccccc1NC(=O)NCC(O)CN1CCc2ccccc2C1 (centres undefined)
-5,NCC1CCC(C(=O)O)CC1 (centres undefined)

# Remaining list, next part
mcGAS MS inh,SMILES
3,CCOc1ccc(CN(C)C(=O)Cn2nc(C(=O)O)c3ccccc3c2=O)cc1
4,CNC(=O)C12CCC(C)(c3nc4cc(C)c(C)cc4nc31)C2(C)C (centres undefined)
-38,COc1ccc(CN(C)C(=O)[C@H]2C[C@@H]3C=C[C@H]2C3)c2cccnc12
-28,c1cncc(COC2CCN(Cc3cnc(CC4CCCC4)[nH]3)CC2)c1
-6,CCSC1CCC(N(C)C(=O)Cc2cccc(O)c2)C1 (centres undefined)
5,COc1ccc(C(=O)C2CCCN(Cc3ccc4nonc4c3)C2)cc1OC (centres undefined)
0&2,Nc1nc2ccc(OC(F)(F)F)cc2s1
-6,O=C1CCCN1CCC1CCN(Cc2nc(-c3ccc(Cl)cc3)no2)CC1
-2,Cc1cc2n(c1)CCn1c(C)ccc1-2
-5,COc1cccc(C2=C(C(C)=O)Sc3nnc(-c4ccc(Cl)cc4)n3N2C(C)=O)c1
-6,CC(C)Cc1cc(C(=O)N2CCn3cccc3C2c2ccccn2)no1 (centres undefined)
-3,CC(C)CSc1nnc(SCC(=O)Nc2ccc(C#N)cc2)s1

# Structures listed so far with an NH in an aromatic ring:
mcGAS MS inh,SMILES
6,Cc1[nH]n(-c2ccc(Cl)cc2)c(=O)c1C=Nc1nn[nH]n1
-2,Cc1[nH]c2ccc(Oc3ccccc3)cc2c(=O)c1C
24,CCOc1ccc(C2c3[nH]c4ccccc4c3CCN2C(=O)c2occc2C)cc1 (centres undefined)
-7,COc1ccc2cc(-c3[nH]ncc3CN(Cc3nccn3C)C(C)C)ccc2c1
-1,O=c1cc(CSc2n[nH]c3nc4ccccc4n23)nc2sccn12
-8,N#CC(=C(O)CCN1C(=O)c2ccccc2C1=O)c1nc2ccccc2[nH]1
-2,CN(CC1CCCN(CCc2ccccc2F)C1)C(=O)c1n[nH]c2c1CCC2 (centres undefined)
-1,O=C(CCc1c[nH]c2ccccc12)Nc1ccc(N2CCCC2=O)c(Cl)c1
3,c1ccc(-c2nnsc2-c2nc3ccccc3[nH]2)cc1
0,COC(=O)CN(Cc1ccccc1Cl)C(=O)c1ccc[nH]c1=O
-3,CCc1noc(CCCC(=O)N2CCOC(c3n[nH]c(CC)n3)C2)n1 (centres undefined)
-6,CCCN1CCC(C)(C(=O)Nc2nc3cc(C)c(C)cc3[nH]2)C1 (centres undefined)
-11,C=CCC1(CC=C)CCCN1C(=O)c1nc(=O)[nH]c2ccccc12
-12,Nc1[nH]nc2nc3ccccc3nc12
-6,Cc1c(C(=O)Nc2nc3c(s2)CCCC3)[nH]c2c1C(=O)CC(C)(C)C2
-1,CC(=O)c1c(C)[nH]c(C(=O)C(C)Sc2nnc(C3CC3)n2C2CC2)c1C (centres undefined)
-28,c1cncc(COC2CCN(Cc3cnc(CC4CCCC4)[nH]3)CC2)c1
